# ARFGAP1 inhibitor: rat ARFGAP1 inhibition | Q62848 | Arfgap1-stimulated ARF1 GTP hydrolysis, GDP FP detection | inhibition, % at 16.5 µM | 0.26% of 360,000 active | AID 651572;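 active = inhibition above a per-plate limit, mean inhibition of low control wells plus 3 SD, cut at about 25% in these data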;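 also: 0% = DMSO wells with enzyme and 100% = wells lacking Arfgap1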
# Target sequence (Q62848 1-136 limits assumed): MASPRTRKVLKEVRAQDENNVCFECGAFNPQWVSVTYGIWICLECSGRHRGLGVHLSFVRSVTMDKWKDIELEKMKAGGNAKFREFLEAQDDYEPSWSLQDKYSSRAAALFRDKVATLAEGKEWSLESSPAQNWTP
#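 Material: rat Arfgap1 catalytic domain, aa 1-136; also added: human ARF1(Δ1-17)-GTP substrate; compound dosing: one concentration, 16.5 µM, DMSO 1.26%; incubation: GTP hydrolysis reaction 2 h at 25 °C; measured by: Tracer-displacement fluorescence polarization with EDTA stop, 620/688 nm; evaluation: % inhibition from polarization; repeats: one replicate per compound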
# KLK7 zymogen act: activates the human kallikrein-7 zymogen. 0.9% of 370,000 active. activation, % at 7 µM. P49862. AID 652039. purified proKLK7, EDANS-DABCYL substrate fluorescence; 100% is mature enzyme control, 0% vehicle;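 active = activation above the mean of all tested compounds plus 3 SD, computed per campaign excluding outliers beyond control limits, cut at about 13% in these data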
# Target sequence (P49862 whole entry, looked up): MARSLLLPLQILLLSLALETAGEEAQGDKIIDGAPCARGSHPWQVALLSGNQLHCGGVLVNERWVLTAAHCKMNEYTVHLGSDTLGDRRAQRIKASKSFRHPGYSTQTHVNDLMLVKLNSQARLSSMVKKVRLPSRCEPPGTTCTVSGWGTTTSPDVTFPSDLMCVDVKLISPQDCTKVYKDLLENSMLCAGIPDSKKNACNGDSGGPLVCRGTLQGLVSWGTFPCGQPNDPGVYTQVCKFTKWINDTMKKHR
# DDE Tn7 FP inh: DD(E)-Tn7 binding inhibition, primary FP screen | AID 720508 | FP displacement of FITC-Tn7 peptide from fibrin DD(E); 0% = median of compound wells per plate | 0.13% of 370,000 active | P02675 | inhibition, % at 8.3 µM;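 active = inhibition above the mean of compounds falling within the control limits plus 3 SD of them, cut at about 14% in these data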;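 also: 0% = plate median of compound wells and 100% = 10 µM Aha-Tn7 peptide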
#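 Measure: % inhibition scaled between sample-field median and high-control FP; Test system: human fibrin DD(E); Quantity: 2 µM final DD(E) protein; Doses: one dose, 8.3 µM nominal; Schedule: compound with protein 10 min, then 3 h after probe, room temperature; Detection: fluorescence polarization; Medium: Tris buffer with calcium and detergent, pH 7.8.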
# Tn6 DDE FP: inhibitors of Tn6 peptide binding to human fibrin DD(E); 0.21% of 370,000 active; AID 720509; Fibrin DD(E) TRITC-Tn6 fluorescence polarization displacement; inhibition, % at 8.3 µM; P02675;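 active = inhibition above a per-campaign cutoff: mean of compounds within control limits plus 3 SD, cut at about 15% in these data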;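 also: 0% = median of all compound wells on the plate and 100% = blocking peptide control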
# PLC-beta3 inh: blocks human PLC-beta3 enzyme activity. Q01970. Purified PLC-beta3, fluorogenic substrate, fluorescence. inhibition, % at 12.2 µM. 0.18% of 370,000 active. AID 720704; in the data active = inhibition above about 11%;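 also: 0% = median of compound wells on plate and 100% = full blocker control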
# UHRF1 MBD2 ctr: blocks human UHRF1 binding to methylated DNA; Q96T88; UHRF1 binding to methylated oligo, TR-FRET; inhibition, % at 4.4 µM; 0.75% of 370,000 active; AID 687016; in the data active = inhibition above about 21%;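 also: UHRF1 SRA domain binding a hemimethylated CpG hairpin DNA probe; 0% = median of test compound wells and 100% = reference inhibitor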
# MBD2 DNA inh: blocks human MBD2 binding to methylated DNA. AID 686964. Q9UBB5. TR-FRET, MBD2 binding to methylated oligonucleotide. inhibition, % at 4.4 µM. 0.31% of 370,000 active; in the data active = inhibition above about 13%
# ASAP1 inh: blocks human ASAP1-stimulated Arf1 GTP hydrolysis; inhibition, % at 16.5 µM; AID 624377; 0.19% of 360,000 active; GDP FP detection; in the data active = inhibition above about 25%;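 also: 0% = vehicle with enzyme and substrate and 100% = no enzyme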
# ADAM17 inh: inhibitors of human ADAM17; recombinant ADAM17, EDANS/DABCYL FRET peptide cleavage; 0.83% of 370,000 active; AID 720648; inhibition, % at 6.95 µM; P78536;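 active = inhibition above the mean of compounds lying between control limits plus 3 SD, set per campaign, cut at about 8.5% in these data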;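 also: 0% = DMSO-only wells as the low control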
# Target sequence (P78536 215-824 limits assumed): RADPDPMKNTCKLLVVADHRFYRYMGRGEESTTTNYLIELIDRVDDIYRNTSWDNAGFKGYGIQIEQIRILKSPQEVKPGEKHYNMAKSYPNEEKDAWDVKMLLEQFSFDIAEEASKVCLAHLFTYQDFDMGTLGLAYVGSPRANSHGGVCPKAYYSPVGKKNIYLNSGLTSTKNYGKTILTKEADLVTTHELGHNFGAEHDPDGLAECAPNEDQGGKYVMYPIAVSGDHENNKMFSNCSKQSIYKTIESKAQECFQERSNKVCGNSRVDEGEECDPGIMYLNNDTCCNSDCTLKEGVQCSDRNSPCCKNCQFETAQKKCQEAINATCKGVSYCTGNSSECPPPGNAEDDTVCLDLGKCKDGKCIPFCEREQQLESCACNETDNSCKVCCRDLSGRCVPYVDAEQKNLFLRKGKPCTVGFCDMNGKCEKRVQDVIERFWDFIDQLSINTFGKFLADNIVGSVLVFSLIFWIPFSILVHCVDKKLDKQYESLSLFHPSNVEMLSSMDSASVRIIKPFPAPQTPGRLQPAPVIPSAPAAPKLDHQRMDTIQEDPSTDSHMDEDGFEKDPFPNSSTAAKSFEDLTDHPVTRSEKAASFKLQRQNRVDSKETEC
# PLC-gamma1 inh: inhibitors of human phospholipase C gamma1 | P19174 | purified PLC-gamma1, fluorogenic substrate, fluorescence | inhibition, % at 12.2 µM | 0.84% of 370,000 active | AID 720700; in the data active = inhibition above about 9.5%
# Starred values were filed as active, the others as inactive; i = inactive; · = no result given. Not a hit list. Share with any hit: about 4.1%.
SMILES,ARFGAP1 inhibitor,KLK7 zymogen act,DDE Tn7 FP inh,Tn6 DDE FP,PLC-beta3 inh,UHRF1 MBD2 ctr,MBD2 DNA inh,ASAP1 inh,ADAM17 inh,PLC-gamma1 inh
CC(=O)c1c(N2CCN(Cc3ccccc3)CC2)nc(=S)n(-c2ccccc2)c1C,-8,-0.1,-1,7,-1,0,-3,-6,1,-2
CCCCCN(C(=O)NC(=O)Nc1nncs1)S(C)(=O)=O,3,0.2,0,3,8,9,-4,-3,5,8
NC(=O)C1CCN(C(=O)c2cc3ccccn3n2)CC1,5,0.6,1,1,3,-1,2,-9,3,1
Cc1nn(-c2ccccc2)c2c1CC(=O)Nc1ccccc1-2,6,-0.2,-3,3,-3,-1,2,-10,3,2
Cc1ccc(-n2c3nc(=O)n(C)c(=O)c-3cc3ccccc32)cc1,11,10,0,2,-185,-2,0,3,-74,-165
Cc1cc(=O)[nH]c2n[nH]c(-c3ccccc3)c12,3,-2.6,5,6,-4,0,0,-8,-13,-4
Cn1c(SCc2ccc(Cl)cc2)nc(C(F)(F)F)cc1=O,7,-0.1,4,4,-1,-4,-7,-6,2,-2
Cc1ccc(C(=O)CC(=O)c2cc(Cl)ccc2O)cc1,3,-0.2,-9,-1,-1,-2,-3,-2,1,-1
COc1ccc(S(=O)(=O)Nc2ccc3c(c2)N(C(C)=O)CCC3)cc1,-4,-0.3,1,5,-14,-3,3,7,-2,-9
Cc1sc(NC(=O)c2ccco2)c(C(Nc2ccccn2)c2ccccc2)c1C (stereo not given),2,-3.2,1,-2,-36,-2,-2,-3,5,-28
Cc1cc(N(C)C)c(C#N)c(=O)[nH]1,8,0.2,-8,-5,4,3,-5,-17,5,8
COC(=O)CC1SC(=O)NC1=O (stereo not given),11,0.3,0,5,2,9,1,-11,-4,1
Cc1ccnc(NCc2ccccc2O)c1,-4,-0.3,-1,-11,-2,1,-2,0,-1,4
COc1ccc(NS(=O)(=O)c2cccc(C(=O)NCCc3ccc(S(N)(=O)=O)cc3)c2)cc1,6,-0.2,0,-10,-6,-2,2,13,-1,0
CCCCn1c(O)c(C(CC)=Nc2ccc3c(c2)CCC3)c(=O)[nH]c1=O,-7,0.1,1,17*,-2,-2,0,20,-4,-2
O=C(CN1CCN(C(=O)c2ccc(-c3nc4ccccc4s3)o2)CC1)Nc1ccc(F)cc1,-15,-1.9,-2,-1,-13,-3,1,2,-6,-5
O=C(O)c1cccc(NC(=S)NCc2ccccc2)c1,13,0.3,-4,-4,-2,0,-3,3,1,5
COc1ccc(C(=O)C2CCCN(C(=O)c3ccc(CSC)o3)C2)cc1F (stereo not given),0,0.5,4,-4,-8,-1,0,8,-1,1
C[C@H](Cc1ccccc1)Nc1ncnc2c1ncn2[C@@H]1O[C@H](CO)[C@@H](O)[C@H]1O,3,-0.2,-7,-9,-1,-1,-1,-4,0,2
O=C(CSc1nc2ccccc2c(=O)n1CCCN1CCOCC1)Nc1ccc(Br)cc1,-3,0.3,-6,-1,5,1,-1,-4,-2,0
Cc1cccc(NC(=O)CSc2nnc(-c3cc(C)[nH]n3)n2N)c1,-11,0.0,0,-9,-4,13,3,-2,-1,-1
CCc1ccc(-c2nc(CSCC(=O)NCc3ccco3)c(C)o2)cc1,7,0.4,3,-4,-6,7,8,-4,-7,0
CSc1ccc(C(=O)C2CCCN(C(=O)c3cc4cc(F)ccc4[nH]3)C2)cc1 (stereo not given),-1,-0.9,3,-2,-4,-4,-3,-3,3,2
c1ccc(-c2ccc(C3=Nn4c(Cn5nnc6ccccc65)nnc4SC3)cc2)cc1,0,0.5,-4,6,3,-1,-1,8,5,5
O=C(Cn1c(=O)oc2ccccc21)N1CCOCC1,-3,0.2,5,6,0,4,1,6,-5,-5

# The results go on.
SMILES,ARFGAP1 inhibitor,KLK7 zymogen act,DDE Tn7 FP inh,Tn6 DDE FP,PLC-beta3 inh,UHRF1 MBD2 ctr,MBD2 DNA inh,ASAP1 inh,ADAM17 inh,PLC-gamma1 inh
O=C(/C=C/c1ccc(F)cc1)NC(=S)N1CCN(c2ccccn2)CC1,-2,-0.1,6,-9,-4,-4,-5,0,-1,-2
CCN(c1ccccc1)S(=O)(=O)c1cccc(C(=O)Nc2cccc(C)n2)c1,1,-0.2,4,6,2,1,-4,5,1,-1
Cc1cc(N2CCOCC2)n2nc(C)c(-c3ccccc3)c2n1,-7,-0.2,2,9,-39,2,4,-7,-3,-41
Cn1cc([N+](=O)[O-])c(C(=O)Nc2ccc(-c3nc4ccccc4o3)cc2)n1,3,0.2,7,5,-5,1,-1,-2,-3,0
O=Cc1cn(CCOc2ccc(F)cc2)c2ccccc12,-6,-0.6,2,3,1,2,2,-7,5,-2
O=C(NCc1ccncc1)C1CCN(S(=O)(=O)c2cccc(C(F)(F)F)c2)CC1,-4,0.1,1,1,-7,3,-4,4,-3,0
Cn1ncc(Cl)c1C(=O)N1CCOCC1,6,0.0,0,2,3,-1,-2,15,-1,0
Cc1ccc(NC(=O)CCNC(=O)c2ccc(Cl)cc2)nc1,-7,-0.5,1,0,-16,4,8,0,1,-3
Cc1cncc(NCc2ccc3c(c2)OCO3)n1,3,-0.1,1,1,-2,3,7,11,-14,-4
Cc1ccc(NC(=O)CCC(=O)NNC(=O)/C=C/C(=O)O)c(C)c1,10,-0.5,4,-2,-11,-1,4,-1,3,-7
Cc1ccccc1-n1c(SCC(=O)N2CCN(c3ccccc3)CC2)nnc1-c1ccncc1,5,0.1,2,-1,2,-1,-5,4,-1,2
COC(=O)C1=C(C)N(CCCC(=O)O)C(=O)NC1c1ccc2c(c1)OCO2 (stereo not given),-2,-0.1,2,-2,3,-4,-7,-9,-6,1
COc1ccccc1NC(=S)NNC(=O)c1ccccc1Br,-11,-0.8,5,-5,-2,-2,5,-1,-1,1
O=C(CCc1c[nH]c2ccccc12)OCC(=O)c1ccccc1,5,-0.1,-5,-3,1,2,0,1,0,1
COc1cc(C(=O)N/N=C/c2cccc(Oc3ccccc3)c2)ccc1O,7,0.2,-5,-4,-18,-1,-3,-2,4,-3
COc1ccc(OC)c(NC(=O)CSc2ccc(-c3ccco3)nn2)c1,-6,0.1,5,0,-7,-1,-4,14,1,-2
COc1ccccc1-c1cc(C(=O)NC2CCN(C)CC2)c2ccc(Cl)c(C)c2n1,-3,-1.0,4,4,-54,10,0,7,-11,-33
N/C(Cn1cncn1)=N\OC(=O)c1ccc(Cl)cc1,1,0.3,1,6,3,3,0,-22,1,0
O=C(CCc1ccc(S(=O)(=O)N2CCOCC2)cc1)Nc1nccs1,9,0.0,3,1,3,0,2,-7,-1,0
CCN(CC)Cc1c(O)ccc2c(=O)c(-c3ccccc3)coc12,-6,26*,-2,-6,i,4,-2,-1,-455,i
CC(C)[C@H]1CN(C)CCN1Cc1cn(C)nc1-c1cccc(Cl)c1,10,0.5,3,0,-83,-3,-1,-1,-3,-1
COC(=O)NNC(=O)COc1cc(C)c(Br)cc1C(C)C,-8,0.6,5,1,2,-5,1,1,2,-1
CCNC(=S)N(Cc1ccc(OC)cc1)C1CC(=O)N(c2ccc(OCC)cc2)C1=O (stereo not given),-7,0.5,7,6,-3,0,2,-10,4,-3
Cc1ccnc(N2C(=O)c3ccccc3C2Nc2ccccc2Cl)c1 (stereo not given),-1,-0.2,2,-6,0,0,3,1,-3,1
O=C(CCc1nc(-c2ccccc2F)no1)NCc1ccco1,-12,0.2,0,4,1,0,0,-1,-3,-1

# Part of the list above in order of length of the SMILES, highest first:
SMILES,ARFGAP1 inhibitor,KLK7 zymogen act,DDE Tn7 FP inh,Tn6 DDE FP,PLC-beta3 inh,UHRF1 MBD2 ctr,MBD2 DNA inh,ASAP1 inh,ADAM17 inh,PLC-gamma1 inh
O=C(/C=C/c1ccc(F)cc1)NC(=S)N1CCN(c2ccccn2)CC1,-2,-0.1,6,-9,-4,-4,-5,0,-1,-2
CCN(CC)Cc1c(O)ccc2c(=O)c(-c3ccccc3)coc12,-6,26*,-2,-6,i,4,-2,-1,-455,i
Cc1ccnc(N2C(=O)c3ccccc3C2Nc2ccccc2Cl)c1 (stereo not given),-1,-0.2,2,-6,0,0,3,1,-3,1
O=C(CCc1c[nH]c2ccccc12)OCC(=O)c1ccccc1,5,-0.1,-5,-3,1,2,0,1,0,1

# More results.
SMILES,ARFGAP1 inhibitor,KLK7 zymogen act,DDE Tn7 FP inh,Tn6 DDE FP,PLC-beta3 inh,UHRF1 MBD2 ctr,MBD2 DNA inh,ASAP1 inh,ADAM17 inh,PLC-gamma1 inh
O=C1NC[C@@H](CCCCN2C[C@H](Cc3ccc(O)cc3)N(CCc3ccccc3)C(=O)C2=O)N(CCC2CCCCC2)C1=O,12,0.4,1,1,2,-3,-2,8,0,-1
Cc1cc(C[n+]2cc(Br)ccc2N)c2ncccc2c1,7,0.2,-1,-1,2,1,4,7,-4,2
COc1ccc(-c2nc(CS(=O)(=O)CC(=O)NC3CCC(C)CC3)c(C)o2)cc1 (stereo not given),10,-0.1,-4,-5,-5,5,5,9,-2,-1
CSc1nc2nc3c(c(=O)n2[nH]1)CCC3,-2,-0.3,-5,5,1,-2,-1,-6,-1,3
O=C(Cn1cc(C(F)(F)F)ccc1=O)N1CCc2ccccc21,2,-0.2,7,-12,-7,-2,-4,0,-2,2
CS(=O)(=O)N(CC(=O)N1CCN(c2cccc(Cl)c2)CC1)c1cccc(F)c1,-7,-0.2,-2,1,2,-2,0,-13,-1,0
CCNC(=S)N1CCCC(c2nc3ccc(C)cc3[nH]2)C1 (stereo not given),1,0.0,-3,-2,-9,0,0,-9,-3,2
O=C(c1cc2nc(-c3ccco3)cc(C(F)(F)F)n2n1)N1CCN(c2ccccc2)CC1,5,0.6,4,1,-30,2,0,-25,-7,-24
CC(C)=C1C2CCC1C(C(=O)NCc1ccccc1)C2C(=O)O (stereo not given),3,0.5,-4,5,5,5,-3,-6,-1,1
COc1ccc(-n2nc(C(=O)Nc3ccc(OC)c(OC)c3)c3c4ccccc4n(C)c3c2=O)cc1,7,0.3,-2,5,-1,1,-6,9,-3,0
O=C(Nc1ccccc1)c1cccc(N2C(=O)C3C4CC(C(Br)C4Br)C3C2=O)c1 (stereo not given),5,0.2,0,-4,-6,3,9,2,-2,-2
COc1cc(-n2c(C)nc3cc(C(=O)N4CCCC4)ccc32)cc(OC)c1OC,·,-0.3,0,9,-1,0,0,·,-2,-5
Cc1cc(C)c2cccc(N)c2n1,-12,-0.7,3,7,0,-7,-2,-11,-2,-2
FC(F)(F)c1nnc2sc(-c3ccncc3)nn12,-4,-0.3,6,1,0,-1,-5,1,-5,5
CCOC(=O)N1CCc2c(sc3nc[nH]c(=O)c23)C1,-1,-0.2,-2,-6,-8,6,-1,9,-14,-7
COc1ccc(CNC(=O)CNS(=O)(=O)c2cccs2)cc1,4,-0.3,5,2,-8,0,3,1,-5,2
O=C(O)c1nccnc1C(=O)NCCc1c[nH]c2ccccc12,2,-0.6,4,-11,-6,5,-2,0,-1,-2
